# Bioassay records (PubChem BioAssay)
# E coli Lon inh: inhibitors of E. coli Lon protease. P0A9M0. purified E. coli Lon protease, fluorescence polarization. inhibition, % at 7.94 µM. 0.42% of 360,000 active; in the data active = inhibition above about 13%, passing the limit was not always enough;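 also: 0% = enzyme with probe and DMSO and 100% = no enzyme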
# MT1-MMP act inh: blocks activation of human MT1-MMP; P50281; HT1080 RFP-PRO-GFP cells, GFP/RFP ratio fluorescence, overnight; percent of plate control window, DMSO zero; GFP/RFP ratio change, % at 20 µM; 0.061% of 360,000 active; AID 651647;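 active = GFP/RFP ratio change of at least 30% with cell ATP level not reduced by more than half and red fluorescence within 50% of control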; also: strong numbers were not always called active
#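 Test system: HT1080 cells expressing an RFP-PRO-GFP fluorescent reporter construct / Compound dosing: single-point 20 µM compound, 1% DMSO / Schedule: cells overnight before dosing, compound overnight, 37 °C, 5% CO2 / Evaluation: GFP/RFP fluorescence ratio / Control set: DMSO and RFP-L50D-GFP cell wells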
# CSN inh: blocks human CSN-mediated cullin deneddylation. inhibition, % at 12.5 µM. AID 651999. 0.38% of 360,000 active. Q92905. Purified CSN, SCF-Nedd8-OG deneddylation, fluorescence polarization;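 active = pattern-corrected inhibition above about 35%, with an unprinted fluorescence ratio check between 0.5 and 1.5, limit read from the data, passing the limit was not always enough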;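 also: 0% = enzyme with substrate and 100% = substrate without enzyme; some results filed as inactive read as strong as hits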
#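 Assay system: purified human Csn5 enzyme expressed in HEK293T cells; measure: % inhibition; also added: SCFSkp2-Nedd8OG substrate at 10 nM final; technique: fluorescence polarization; times: reaction 90 min, room temperature; medium: Tris buffer pH 7.5, NaCl, DTT, Tween-20, trehalose, ovalbumin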
# Rpn11 block: Rpn11 (human) deubiquitinase inhibition. calls only at 20 µM. O00487. 0.59% of 360,000 active. human 26S proteasome, Ub4-pepOG fluorescence polarization; 20S core pre-blocked with epoxomicin. AID 588493;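 active = inhibition at 20 µM, scaled to each plate's controls, above about 33%, limit read from the data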
# MLLE-PAM2 inh: inhibitors of microRNA-mediated deadenylation, human PABP1 MLLE binding | P11940 | GST-MLLE / FITC-PAM2 fluorescence polarization | inhibition, % at 20 µM | 0.36% of 360,000 active | AID 588489; in the data active = inhibition above about 35%, passing the limit was not always enough;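 also: plate controls were DMSO wells with GST-MLLE for no effect and wells lacking GST-MLLE protein for full effect; some results filed as inactive read as strong as hits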
# MsrA inhibitor: inhibitors of bovine MsrA | AID 651718 | 0.75% of 360,000 active | purified bovine MsrA, absorbance read-out | inhibition, % at 15.5 µM; in the data active = inhibition above about 4.5%;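 also: 0% = vehicle wells with enzyme and 100% = reference inhibitor wells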
# FAS-TE inh: inhibitors of human fatty acid synthase thioesterase domain; P49327; inhibition, % at 15 µM; AID 602261; recombinant FAS-TE, OMFH fluorogenic substrate, fluorescence endpoint; 0.67% of 360,000 active;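 active = compounds whose normalised, plate-corrected inhibition of enzyme fluorescence in the single-dose primary screen is 50% or more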;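 also: 0% = DMSO with enzyme and 100% = substrate without enzyme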
# Rin1 Abl inh: inhibitors of human Rin1-Abl protein interaction | TR-FRET Rin1/Abl binding, biochemical | inhibition, % at 7.35 µM | 0.4% of 360,000 active | AID 588664; in the data active = inhibition above about 5%, passing the limit was not always enough
# Target sequence (P00519 whole entry, looked up): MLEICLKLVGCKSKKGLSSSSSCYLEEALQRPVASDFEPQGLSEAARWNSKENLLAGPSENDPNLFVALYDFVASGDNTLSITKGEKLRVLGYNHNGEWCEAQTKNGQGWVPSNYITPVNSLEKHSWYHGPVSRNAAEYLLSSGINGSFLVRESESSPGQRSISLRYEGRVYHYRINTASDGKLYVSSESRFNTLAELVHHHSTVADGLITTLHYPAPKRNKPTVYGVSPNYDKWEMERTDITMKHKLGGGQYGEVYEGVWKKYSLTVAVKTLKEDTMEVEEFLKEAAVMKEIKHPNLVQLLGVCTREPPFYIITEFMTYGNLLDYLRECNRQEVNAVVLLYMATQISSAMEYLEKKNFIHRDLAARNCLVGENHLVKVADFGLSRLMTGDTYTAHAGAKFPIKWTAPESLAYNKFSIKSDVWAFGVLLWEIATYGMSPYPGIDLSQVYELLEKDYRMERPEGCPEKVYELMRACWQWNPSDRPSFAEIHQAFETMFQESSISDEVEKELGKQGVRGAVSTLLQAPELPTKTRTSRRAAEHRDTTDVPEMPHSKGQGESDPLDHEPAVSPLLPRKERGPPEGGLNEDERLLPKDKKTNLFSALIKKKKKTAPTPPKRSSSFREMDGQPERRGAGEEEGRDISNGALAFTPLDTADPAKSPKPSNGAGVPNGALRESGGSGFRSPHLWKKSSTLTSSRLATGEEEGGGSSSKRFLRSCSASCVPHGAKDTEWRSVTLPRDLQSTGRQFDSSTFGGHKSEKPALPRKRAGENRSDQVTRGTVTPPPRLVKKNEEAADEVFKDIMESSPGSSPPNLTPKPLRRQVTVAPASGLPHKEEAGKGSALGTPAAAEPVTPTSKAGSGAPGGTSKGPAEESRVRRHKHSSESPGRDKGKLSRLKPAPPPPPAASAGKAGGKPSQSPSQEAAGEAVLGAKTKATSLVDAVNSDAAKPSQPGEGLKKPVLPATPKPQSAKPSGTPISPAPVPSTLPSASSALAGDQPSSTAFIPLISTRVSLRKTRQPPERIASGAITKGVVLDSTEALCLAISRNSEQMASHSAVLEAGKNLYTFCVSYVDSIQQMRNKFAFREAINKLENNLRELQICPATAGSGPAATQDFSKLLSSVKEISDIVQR
# Target sequence (Q13671 whole entry, looked up): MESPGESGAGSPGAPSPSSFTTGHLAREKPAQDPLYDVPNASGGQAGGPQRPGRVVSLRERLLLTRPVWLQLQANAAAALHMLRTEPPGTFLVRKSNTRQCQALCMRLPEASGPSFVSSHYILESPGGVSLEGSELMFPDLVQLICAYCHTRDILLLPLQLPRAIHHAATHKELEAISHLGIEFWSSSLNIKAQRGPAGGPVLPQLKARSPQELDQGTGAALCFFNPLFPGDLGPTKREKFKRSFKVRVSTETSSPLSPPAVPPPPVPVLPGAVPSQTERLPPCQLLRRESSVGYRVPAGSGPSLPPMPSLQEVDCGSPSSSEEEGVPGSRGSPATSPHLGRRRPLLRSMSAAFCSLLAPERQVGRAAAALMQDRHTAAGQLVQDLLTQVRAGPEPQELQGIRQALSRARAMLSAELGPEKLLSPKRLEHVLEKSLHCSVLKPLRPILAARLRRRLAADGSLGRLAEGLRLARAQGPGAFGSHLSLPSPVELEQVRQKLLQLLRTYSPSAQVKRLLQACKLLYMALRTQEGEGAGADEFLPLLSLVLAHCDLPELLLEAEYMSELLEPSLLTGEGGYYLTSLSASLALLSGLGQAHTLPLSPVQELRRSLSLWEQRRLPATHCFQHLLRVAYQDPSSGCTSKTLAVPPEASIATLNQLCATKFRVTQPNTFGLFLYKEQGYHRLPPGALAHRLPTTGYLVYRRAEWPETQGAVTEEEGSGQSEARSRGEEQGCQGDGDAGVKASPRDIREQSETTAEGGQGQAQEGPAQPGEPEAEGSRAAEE
# MsrA act: activators of bovine methionine sulfoxide reductase A | activation, % at 10.6 µM | AID 602163 | purified bovine MsrA, absorbance read-out | 0.3% of 360,000 active; in the data active = activation above about 7.5%;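 also: 0% = vehicle and 100% = reference activator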
# * hit, by the source's call; i = inactive.
SMILES,E coli Lon inh,MT1-MMP act inh,CSN inh,Rpn11 block,MLLE-PAM2 inh,MsrA inhibitor,FAS-TE inh,Rin1 Abl inh,MsrA act
Nc1cc(Cl)ccc1C(=O)OCC(=O)N1CCCC1,-12,0,-3,i,2,0.1,-4,1,-1
CC1(C)CC(=O)C2=C(C1)OC1=C(C(=O)CC(C)(C)C1)C2c1ccc(O)c([N+](=O)[O-])c1,-9,-2,-3,i,-1,0.9,-2,-1,-3
CCOc1ccc(C(=O)NCC(=O)N2CCN(c3ccccc3O)CC2)cc1,-5,5,-3,i,0,-0.8,-3,1,-3
Cc1ncoc1C(=O)NC1CCCc2c1cnn2-c1cc(F)cc(F)c1 (centres undefined),2,5,24,i,5,-0.8,-8,2,-2
O=C(O)CCC(=O)Nc1ccc(Br)cc1C(=O)c1ccc(Cl)cc1,-3,-4,-6,i,12,3.7,-4,0,-5
Cc1cc(Cl)ccc1OCCCC(=O)NCc1ccccn1,-4,4,-2,i,-11,-1.1,-7,1,-5
CCN(CC(=O)NC1CC1)S(=O)(=O)c1ccccc1,-10,-3,-1,i,-7,-0.6,-4,1,0
CCOc1ccc(/C=C/C(=O)OC(C)C(=O)NC2CCCCC2C)cc1OC (centres undefined),-6,2,1,i,-9,1.6,2,3,-1
CCN(CC)c1ccc(/C=N/NC(=O)c2c(Cl)c(C)nn2C)cc1,-18,4,-1,i,-5,2.4,-4,-5,-4
CCN(C(=O)C1CSC2(C)CCC(=O)N12)c1nc2c(C)cccc2s1 (centres undefined),-1,3,4,i,-10,-1.4,-5,4,-12
CCc1nc(SCc2ccc(OC)c(Br)c2)n[nH]1,1,6,-5,i,0,0.3,-3,1,-3
CSc1ncccc1C(=O)NCCc1ccccc1F,4,1,-2,i,2,-0.9,-7,1,-3
CC(=O)Nc1ccc(NC(=O)c2ccc(C3SCC(=O)N3CCc3ccccc3)cc2)cc1 (centres undefined),4,-2,2,i,19,-0.4,-5,-5,-4
COCCNC(=O)C(c1ccc(C)cc1)N(Cc1ccccc1)C(=O)CCC(=O)Nc1ccccn1 (centres undefined),6,4,-1,i,7,1.5,-3,4,-4
O=C(Nc1cccc2cccnc12)c1ccc2c(c1)OCCO2,1,3,1,i,3,1.2,10,-1,-4
Cc1cccc(C(=O)NC2CCN(C(=S)NCc3ccco3)CC2)c1,3,3,5,i,-128,2.0,-10,3,-8
Cc1cc(C)c(-c2c(O)c3cnn(-c4ccccc4)c3[nH]c2=O)c(C)c1,-4,4,1,i,-1,1.0,-8,-3,-2
CC(C)CCNC(=O)C12CN(Cc3ccccc3)CC1C(c1cccc([N+](=O)[O-])c1)=NO2 (centres undefined),-3,-1,3,i,18,1.4,50,1,2
O=C(CN1C(=O)/C(=C/c2ccccc2)SC1=S)NNC(=O)c1ccccc1O,2,1,4,i,0,1.4,13,0,-3
COc1ccccc1C(=O)N/C(=C/c1ccc(Br)cc1)C(=O)N1CCCC1,-3,-3,-2,i,3,1.2,2,0,-6
COc1ccc(CNC(=O)CN2C(=O)NC(Cc3ccccc3)(c3ccccc3)C2=O)cc1OC (centres undefined),-1,0,2,i,-35,1.4,0,-1,-3
Cc1c(O)nc(SCC(=O)Nc2nccs2)n(-c2ccccc2F)c1=O,-1,2,-2,i,29,-1.7,-6,-2,-2
COC(=O)c1ccccc1NC(=O)C/C(C)=N/NC(=O)Cc1ccc(Cl)cc1,-4,-1,3,i,-6,0.1,0,6,-3
O=C(Nc1cccc(Cl)c1N1CCOCC1)c1cccs1,-2,1,-3,i,9,0.4,11,0,-4
CCc1ccc(NC(=O)C(CC)c2ccccc2)cc1 (centres undefined),-9,-2,6,i,-1,-0.1,16,-1,-1
Cc1cccc(C)c1NC(=O)CSc1nc(-c2ccco2)cc(C(F)(F)F)n1,-4,-7,7,i,-4,3.2,3,0,-1
COc1ccccc1N1CCN(C(=O)C2CCN(S(=O)(=O)c3ccc4c(c3)CC(C)N4C(=O)C3CC3)CC2)CC1 (centres undefined),3,6,-4,i,-7,0.9,17,2,-2
O=C(CSc1nc(-c2ccccc2)cc(C(F)(F)F)n1)c1cccc([N+](=O)[O-])c1,-2,-3,-6,i,10,0.3,48,-1,-3
C=CCn1c(=S)[nH]c2sc3c(c2c1=O)CCC3,-11,5,2,i,14,4.5,-2,-1,1
CC(=O)Nc1ccc(NC(=O)CSc2nnc(CC(C)O)n2-c2ccccc2)cc1 (centres undefined),6,-5,-2,i,2,1.1,-9,-2,-4
COc1ccc(C)cc1NC(=O)C1CCN(C(=O)C2CC(=O)N(c3ccc(C)cc3)C2)CC1 (centres undefined),-12,-2,-3,i,1,-0.3,-7,1,-9
Cc1c(NC(=O)c2ccc(N3C(=O)C4C5C=CC(C5)C4C3=O)cc2)c(=O)n(-c2ccccc2)n1C (centres undefined),0,6,0,i,4,0.7,4,-1,-2
COc1cc(/C=C2\C(=O)N(c3ccccc3)N=C2C)ccc1Oc1ccc([N+](=O)[O-])cc1[N+](=O)[O-],-13,0,-3,i,4,-0.7,6,-1,-14
C[C@@H]1CC=C[C@H]2[C@H]1C(=O)N(Cc1ccccc1)[C@H]2c1ccc(C(F)(F)F)cc1,0,-5,0,i,3,2.0,18,1,-9
COc1ccccc1OCC(=O)Nc1cccc(S(=O)(=O)NC2=NCCCCC2)c1,-9,-2,-6,i,-8,0.4,-2,4,-3
CCOC(=O)C1CCN(C(=S)Nc2ccc(C)cc2)CC1,3,3,-4,i,-74,0.3,1,0,0
COc1ccc(C(=O)NC(=S)N2CCNC(=O)C2CC(=O)OC(C)C)cc1 (centres undefined),-2,0,1,i,-23,-1.0,-2,4,-4
CCCC(=Nc1ccccc1)C1=C(O)C(C(=O)OC)C(C)(C)CC1=O (centres undefined),-7,0,-4,i,-3,-0.9,-3,6,-2
COc1cc(C(=O)N2CCC(NC(=O)C(Cc3ccccc3)NC(C)=O)CC2)cc(OC)c1OC (centres undefined),12,6,-6,i,-8,1.3,-4,0,-13
CCOC(=O)N1CCN(C(=O)CCC(=O)N2CCOc3ccc(C)cc32)CC1,-5,1,-1,i,2,0.0,-1,2,-10
O=C(Cc1c(O)c2ccccc2[nH]c1=O)N(Cc1ccccc1)Cc1ccccc1,-3,4,-4,i,-22,0.5,-3,3,-1
OCC[C@H]1C[C@H](O)[C@@H](O)[C@]2(CCCc3ccccc3O2)O1,-8,4,2,i,4,0.8,-15,1,-4
O=C(Nc1c[nH]c(=O)[nH]c1=O)c1ccc([N+](=O)[O-])cc1,-7,0,10,i,-4,2.1,0,2,-4
COc1ccc(NS(=O)(=O)c2cc(NC(=O)CC3CCCC3)ccc2N2CCOCC2)cc1,6,1,-8,i,25,-0.4,14,0,-4
O=C(NC1CCS(=O)(=O)C1)c1cccc(S(=O)(=O)N2CCCCCC2)c1 (centres undefined),-2,-2,0,i,-1,0.4,-4,1,-3
Cc1cc([N+](=O)[O-])nn1CCCC(=O)Nc1c(C)n(C)n(-c2ccccc2)c1=O,0,0,2,i,-5,-0.8,0,1,-2
Cc1cc(C)nc(NS(=O)(=O)c2ccc(NC(=O)c3snnc3C)cc2)n1,5,2,6,i,-8,1.0,-3,3,0
COc1ccc(N(C)S(=O)(=O)c2cccc(C(=O)NC3CCCCCC3)c2)cc1,-1,-17,1,i,4,1.0,21,5,-3

# A few values from above:
# O=C(Nc1c[nH]c(=O)[nH]c1=O)c1ccc([N+](=O)[O-])cc1 | FAS-TE inh: 0
# COc1ccc(C(=O)NC(=S)N2CCNC(=O)C2CC(=O)OC(C)C)cc1 (centres undefined) | MsrA act: -4

# Reprinted at random: 4 compounds from above
SMILES,E coli Lon inh,MT1-MMP act inh,CSN inh,Rpn11 block,MLLE-PAM2 inh,MsrA inhibitor,FAS-TE inh,Rin1 Abl inh,MsrA act
COc1ccc(C)cc1NC(=O)C1CCN(C(=O)C2CC(=O)N(c3ccc(C)cc3)C2)CC1 (centres undefined),-12,-2,-3,i,1,-0.3,-7,1,-9
C=CCn1c(=S)[nH]c2sc3c(c2c1=O)CCC3,-11,5,2,i,14,4.5,-2,-1,1
O=C(O)CCC(=O)Nc1ccc(Br)cc1C(=O)c1ccc(Cl)cc1,-3,-4,-6,i,12,3.7,-4,0,-5
CCOC(=O)N1CCN(C(=O)CCC(=O)N2CCOc3ccc(C)cc32)CC1,-5,1,-1,i,2,0.0,-1,2,-10

# Other entries
SMILES,E coli Lon inh,MT1-MMP act inh,CSN inh,Rpn11 block,MLLE-PAM2 inh,MsrA inhibitor,FAS-TE inh,Rin1 Abl inh,MsrA act
Cc1cccc(OCCCn2ccnc2)c1,-5,-4,0,i,6,0.3,-5,2,-2
CCc1ccc(NC(=O)C(NS(=O)(=O)c2cccc3nsnc23)c2ccccc2)cc1 (centres undefined),-2,-6,-3,i,-4,1.5,25,-2,-3
C[C@H]1CN([C@@H](C)CO)C(=O)c2cc(NC(=O)Cc3ccccc3)ccc2O[C@H]1CN(C)Cc1ccccc1,-4,-1,-5,i,-7,-0.9,-11,3,-1
C=CCN(C(=O)CNS(=O)(=O)c1ccccc1)C(C(=O)NCCOC)c1cccnc1 (centres undefined),-1,3,0,i,-4,-0.3,-4,1,-2
C/C(N)=C(/C#N)C(=O)CSc1nnc(C)n1-c1ccccc1,-5,4,-1,i,12,0.9,-2,4,4
N#Cc1c(-n2ccnc2)cccc1-n1ccnc1,-1,-2,-3,i,-8,-1.2,-9,-3,-3
COc1ccc(C(=O)Nn2cnc3scc(-c4cccs4)c3c2=O)c(O)c1,-5,-3,3,i,5,1.1,11,-5,-1
COc1ccccc1[C@@H]1C(c2cccc(C)c2)=NN(c2ccc(Br)cc2)[C@H]1C(=O)N1CCOC1=O,-9,0,1,i,-11,1.7,62*,2,-3
CCN1C(=O)/C(=C/c2ccc(OCc3ccc(C(=O)O)cc3)c(Cl)c2)NC1=S,0,-4,2,i,-159,1.6,-2,0,-1
CC(=O)Nc1c(Br)cc2c(c1Br)Cc1cc([N+](=O)[O-])ccc1-2,-2,1,-3,i,-2,0.8,17,2,-3
CCOC(=O)c1ccc(NCc2nc3ccccc3n2C)cc1,-2,2,-1,i,5,0.0,3,2,-12
CCOC(=O)c1cc(C#N)c(SCc2ccc(C#N)cc2)nc1C,-4,-1,1,i,-13,0.0,16,1,-10
COc1ccc(Br)cc1C(=O)Nc1nnn(C)n1,-4,-4,-2,i,0,-0.2,-1,3,-3
CCn1c(NCCc2ccc(OC)c(OC)c2)nc2c1c(=O)n(C)c(=O)n2C,-3,-1,0,i,4,-0.5,-7,-2,1
CCCCCSc1nnc(N)s1,-3,6,2,i,7,1.6,-7,0,-4
CCOc1ccc(C(=O)NCc2ccco2)cc1OCC,-2,1,1,i,-5,0.4,-6,-1,-9
CCN1CCN(CCOCCOc2ccccc2)CC1,1,1,-2,i,-10,-1.1,-5,0,-2
COc1ccc(-n2cnc3scc(-c4ccccc4)c3c2=O)cc1,3,-11,-1,i,6,-0.6,7,4,-3
CCCCn1c(N)c(N(CCOC)C(=O)c2sc3ccccc3c2Cl)c(=O)[nH]c1=O,-8,-4,-3,i,-13,1.2,-4,-1,-2
CCc1noc(C)c1C(=O)Nc1nc(-c2ccc(OC)cc2)cs1,0,-9,-1,i,10,-1.6,-2,1,0
CSc1ccc(/C=C(/NC(=O)c2ccco2)C(=O)N2CCCCCC2)cc1,-1,-1,-2,i,3,2.0,4,1,-5
